# Screening results (PubChem BioAssay)
# Granule exo inh = lytic granule exocytosis inhibition; TALL-104 LAMP-1 surface exposure, flow cytometry; cells stimulated with thapsigargin and PMA; 360,000 tested, 0.66% active; AID 651702; inhibition, % at 10 µM;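 active means inhibition above about 55%, limit read from the data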
# ABHD5-PLIN5 inh = inhibitors of human ABHD5-perilipin-5 interaction. Split G. princeps luciferase complementation, luminescence, 4 h. Q00G26+Q8WTS1. 360,000 tested, 0.78% active. AID 602281. inhibition, % at 4 µM;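 active means inhibition above the mean inhibition across every tested compound plus 3 SD, cut at about 22% in these data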;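 further: 0% = DMSO only wells and the 100% control is not disclosed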
# MC4R barr agon = activates human MC4R beta-arrestin recruitment | P32245 | U2OS MC4R beta-arrestin complementation, luminescence; percent of melanotan II response, DMSO zero | activation, % at 8.9 µM | 360,000 tested, 0.98% active | AID 540308;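 active means activation above a per-plate cutoff, the mean activation of sample wells on that plate plus 3 SD, cut at about 8% in these data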
# Target sequence (P32245 whole entry, looked up): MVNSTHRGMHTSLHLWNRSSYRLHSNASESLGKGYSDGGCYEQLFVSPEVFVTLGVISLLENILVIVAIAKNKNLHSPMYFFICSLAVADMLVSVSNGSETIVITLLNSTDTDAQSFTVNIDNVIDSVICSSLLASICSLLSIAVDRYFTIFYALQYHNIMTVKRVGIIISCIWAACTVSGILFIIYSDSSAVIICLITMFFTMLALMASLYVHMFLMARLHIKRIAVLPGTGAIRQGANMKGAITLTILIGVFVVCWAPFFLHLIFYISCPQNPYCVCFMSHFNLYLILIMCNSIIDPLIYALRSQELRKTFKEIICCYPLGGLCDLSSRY
# hiPSC survival = hiPSC single-cell survival enhancement | ATPlite luminescence; 100% = ROCK inhibitor wells, 0% = DMSO | survival enhancement, % at 20 µM | 360,000 tested, 0.044% active | AID 602274; in the data active means survival enhancement above about 18%;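 further: cells exposed to compounds for 16 hours before the ATP read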
# ABCB6 inh 2 = blocks the human ABCB6 transporter; K562-ABCB6 porphyrin accumulation, flow cytometry, 1 h; hits give low values; fluorescence ratio to DMSO, % at 10 µM; 360,000 tested, 0.19% active; Q9NP58;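 active means fluorescence ratio to DMSO below 75%, the collection mean minus 3 SD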;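 further: signal is porphyrin accumulated inside mitochondria; 100% equals median channel fluorescence of DMSO control wells; lower ratio means ABCB6 inhibition with less porphyrin fluorescence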
# Cardio protect = myocardial damage modulation in H9c2 cells. 360,000 tested, 0.63% active. H9c2 cardiomyocytes, H2O2 injury protection, ATPLite, 2 h. protection from H2O2 cell death, % at 20 µM;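 active means compounds giving at least 50% protection of heart cells from peroxide-induced death in the single-dose screen, raw or plate-pattern-corrected value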;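 further: 0% = DMSO wells with peroxide and 100% = DMSO wells without peroxide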
# aDG glyco up = alpha-DG glycosylation activation | AID 624168 | activation, % at 10 µM | 360,000 tested, 0.22% active | Pro5-aDG cells, alpha-DG glycosylation AlphaScreen (IIH6); 0% Pro5, 100% B10-LARGE cell signal;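 active means activation of at least 8% versus controls, or a plate z-score of at least 8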;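 further: Pro5 are CHO cells carrying HIG-tagged alpha-DG that lacks glycosylation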
# m5-HT2A agonist = mouse HTR2A agonism via beta-arrestin recruitment; AID 624169; P35363; activation, % at 7.6 µM; CHO-K1 mHTR2A beta-arrestin complementation, luminescence; percent of 30 µM serotonin response; 360,000 tested, 0.66% active;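 active means activation above a run cutoff, the mean activation of all tested compounds plus 3 SD, cut at about 14% in these data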;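 further: 0% = plate median of compound wells and 100% = 30 µM serotonin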
# Target sequence (P35363 whole entry, looked up): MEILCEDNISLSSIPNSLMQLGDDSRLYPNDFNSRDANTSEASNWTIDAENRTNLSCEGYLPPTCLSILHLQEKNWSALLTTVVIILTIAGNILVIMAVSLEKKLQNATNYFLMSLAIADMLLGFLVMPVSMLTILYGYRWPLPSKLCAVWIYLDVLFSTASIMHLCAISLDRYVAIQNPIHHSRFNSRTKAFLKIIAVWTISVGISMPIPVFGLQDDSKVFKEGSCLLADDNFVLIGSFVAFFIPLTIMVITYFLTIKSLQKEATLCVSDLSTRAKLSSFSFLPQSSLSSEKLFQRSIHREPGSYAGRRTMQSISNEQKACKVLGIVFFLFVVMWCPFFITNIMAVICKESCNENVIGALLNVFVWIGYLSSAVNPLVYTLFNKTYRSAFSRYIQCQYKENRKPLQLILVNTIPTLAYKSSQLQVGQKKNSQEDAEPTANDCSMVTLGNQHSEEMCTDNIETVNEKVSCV
# MC4R antag cAMP = human MC4R antagonism in cAMP assay; 360,000 tested, 0.48% active; P32245; inhibition, % at 6.5 µM; MC4R-expressing cells, MTII-stimulated cAMP, LANCE TR-FRET;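 active means inhibition above its plate's cutoff, the mean of tested wells on that plate plus 3 SD, cut at about 29% in these data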;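 further: 0% = Melanotan II alone and 100% = Melanotan II plus saturating MCL0020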
#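 material = U2OS cells stably expressing human melanocortin 4 receptor (MC4R) | also added = Melanotan II challenge | dosing = single nominal compound dose of 6.5 µM | detection = TR-FRET with Eu-cAMP and labeled anti-cAMP, 671 nm | replication = singlicate | timing = compound 30 min, challenge 1 h, detection 1 h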
# N-glyco inh = N-linked glycosylation inhibition; 360,000 tested, 0.23% active; D54 ERlucT glycosylation luciferase reporter, 24 h; percent of 100 nM tunicamycin response; reporter increase, % at 12.5 µM;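 active means mean luciferase reporter signal, scaled so untreated is 0 and the glycosylation-blocking control 100, at or above a set limit in every replicate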;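 further: luciferase carries N-glycosylation sites so blocking glycosylation raises the light; 0% = median of neutral control wells and 100% = median of 100 nM tunicamycin wells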
# * marks the source's active call; other numbers are inactive results.
SMILES,Granule exo inh,ABHD5-PLIN5 inh,MC4R barr agon,hiPSC survival,ABCB6 inh 2,Cardio protect,aDG glyco up,m5-HT2A agonist,MC4R antag cAMP,N-glyco inh
O=C(NC1CCCC1)C(c1ccccc1)N(Cc1ccc(F)cc1)C(=O)c1csnn1 (stereo not drawn),-8,2,-0.4,-0.4,99,4,0.2,2,-2,-2
Cn1c(CC(=O)Nc2ccccc2C(F)(F)F)c(Sc2ccccc2)c2ccccc21,-2,4,5.6,0.3,99,-6,0.1,2,4,-4
COC(=O)c1ccc(CNC(=O)CN2C(=O)NC(Cc3ccccc3)(c3ccccc3)C2=O)cc1 (stereo not drawn),3,1,1.2,-1.6,95,4,0.3,2,6,4
Cc1cn([C@@H](CCCCN)C(=O)NCCCCCCCCCCC(=O)N2CCNCC2)nn1,-1,-2,0.3,-2.9,102,10,0.0,-3,-4,0
NC(=O)[C@@H]1CCCN1C(=O)c1ccc2nc(Cc3cccc(Cl)c3)oc2c1,1,-4,-1.2,-0.5,102,-1,0.1,5,7,4
COc1nc(N2CCOCC2)nc(C)c1[N+](=O)[O-],-1,2,1.2,1.3,105,2,0.0,3,0,1
CCOc1ccc(S(=O)(=O)N2CCC(C(=O)Nc3ccc(C)c(S(=O)(=O)N4CCOCC4)c3)CC2)cc1,3,-5,-0.7,0.1,99,-5,0.0,-3,9,2
COc1ccc([C@@H]2[C@@H]3C(=O)N(C(C)(C)C)C(=O)[C@@H]3[C@]3(C)C(=O)N(c4ccc(C)cc4)C(=O)N23)cc1,-1,7,-1.1,-1.4,98,6,0.1,3,5,0
CC(CC(=O)c1ccc(F)cc1)N1CCN(c2ccccc2)CC1 (stereo not drawn),5,0,-0.9,-4.1,103,-14,0.4,-1,11,2
COC(=O)c1ccc(-c2cc(C(=O)O)c3cc4c(cc3n2)OCCO4)cc1,0,-4,-0.8,-3.1,102,-9,0.0,2,1,1
Cc1cccnc1NC(=O)c1ccc(Cl)c(S(=O)(=O)N2CCCC2)c1,-3,3,1.7,0.6,94,0,0.0,2,-3,0
COc1ccc(NC(=O)CN2CCN(Cc3ccc4c(c3)OCO4)CC2)cc1OC,2,-3,-0.3,-3.2,98,2,0.5,-1,7,1
CC(C)(C)OC(=O)C(C(=O)OC(C)(C)C)c1ccc(Cl)nn1,7,-3,-1.3,0.2,96,10,-0.2,0,10,-1
CC(C)[C@H](NC(=O)Nc1cccc(C(F)(F)F)c1)C(=O)O,-3,3,-0.1,5.2,105,3,-0.3,-5,-2,1
CC1(C)OC(=O)N(c2cccnc2)C1(C)O (stereo not drawn),2,9,-1.3,7.3,100,6,0.0,3,-2,3
Cc1oc(C(C)(C)C)cc1C(=O)N1CCCC1C(=O)O (stereo not drawn),0,5,0.6,3.3,100,3,-0.5,7,-3,1
Cc1cc(OCC(=O)Nc2nccs2)c2c(C)c(C)c(=O)oc2c1,-7,0,-0.6,-2.1,99,7,-0.4,1,6,13
CCOC(=O)/C(=N\Nc1ccccc1)P(=O)(c1ccccc1)c1ccccc1,-2,12,0.0,0.5,95,1,-0.1,6,-2,-3
N#Cc1ccccc1OCC(=O)Nc1cccc(S(=O)(=O)N2CCCCCC2)c1,-2,-1,-0.2,-0.4,95,-10,0.0,-6,4,-6
COC1(OC)N=C(NC(=O)Nc2ccccc2)C2(C#N)C(c3ccccc3)C12C#N (stereo not drawn),3,-1,-0.7,0.5,103,0,-0.2,-1,5,1
CCn1c(SCC(=O)N/N=C/c2ccccc2OCC(=O)O)nnc1-c1ccc(C)cc1,8,-4,-2.1,-0.5,101,6,0.0,-4,-1,-2
O=C(Nc1cccc(Br)c1)C1CCCC1,-10,0,-1.6,-0.5,98,6,0.0,0,8,0
COc1cc(OC)c2ccc(=O)oc2c1C(CCN1CCCC(C)C1)c1ccc(N(C)C)cc1 (stereo not drawn),-2,4,-0.9,-1.1,94,11,-0.2,4,-3,-4
O=C(O)c1ccccc1C(=O)OCC1CCC(=NO)CC1 (stereo not drawn),3,4,-0.4,0.1,98,-2,0.0,-3,14,0
CCOC(=O)CSc1nnc(CNC(=O)c2ccc(OC)c(OC)c2)n1C,1,-10,-2.1,0.2,95,5,-0.1,2,13,2
CCOC(=O)C(Cc1ccccc1)c1ccnc2nc(N)nn12 (stereo not drawn),3,-1,-5.3,2.6,100,-5,-0.1,-3,4,0
O=C(CSc1nnc(SCc2ccccc2)s1)N/N=C/C=C/c1ccco1,4,3,0.3,0.3,103,-3,0.2,-1,17,4
CCCCNC(=S)NCCN1CCN(C(=S)NCCCC)CC1,4,0,0.0,0.1,99,-5,0.6,2,17,2
COC(=O)/C(C#N)=C/c1c(N2CCN(c3cccc(Cl)c3)CC2)nc2c(C)cccn2c1=O,-1,2,-1.7,-0.3,100,6,0.1,-1,11,-3
Cc1cc(C)nc(Sc2nc(C)nc3c2oc2ccccc23)n1,2,-6,-0.5,-0.5,99,11,1.3,-2,2,-7
O=C1NC(c2ccc(-c3ccccc3[N+](=O)[O-])o2)C(C(=O)c2ccccc2)C(O)(C(F)(F)F)N1 (stereo not drawn),-8,2,0.0,-1.0,103,17,0.3,-2,2,-1
Cc1ccc(S(=O)(=O)CCC(=O)Oc2ccc3c(C)cc(=O)oc3c2)cc1,4,3,-1.4,0.3,100,37,0.1,0,7,1
COC(=O)c1cccc(N/C=C(\[N+](=O)[O-])S(=O)(=O)c2ccccc2)c1,2,-4,-1.1,2.0,100,0,-0.1,-2,4,2
OCCC1CN(Cc2cc3ccccc3o2)CCN1Cc1ccc(F)cc1 (stereo not drawn),6,-1,0.0,-0.6,109,-3,-0.1,-3,13,-2
COc1ccccc1C(=O)N1C(CC(=O)Nc2ccc(C)c(C)c2)C(=O)NC2CCCCC21 (stereo not drawn),9,-1,-1.2,-0.4,100,19,-0.1,-2,0,2
Cc1cc2c(cc1C)N(C(=O)CSC1=NCCS1)C(C)(C)c1ssc(=S)c1-2,-4,-20,-1.8,-2.2,113,-1,-0.7,-8,5,-7
CC1=C(C(=O)OCc2ccccc2)C(c2ccc(Cl)cc2)NC(=O)N1C (stereo not drawn),-9,-2,1.1,-0.4,94,2,0.0,-3,2,0
O=S(=O)(c1ccc(F)cc1)N1CCN(CC(O)COCC2CCCO2)CC1 (stereo not drawn),-2,2,-2.4,-0.2,98,-2,0.3,-2,-6,1
Cc1ccccc1-n1c(=O)n(Cc2ccccc2)c(=O)c2[nH]cnc21,2,-3,-1.8,-0.6,102,-6,0.1,-8,3,5
COc1cc(OC)cc(C(=O)OCC(=O)N(C)c2ccccc2)c1,-4,7,-0.5,1.8,100,4,-0.1,5,0,-3
CNC(=S)N/N=C/c1cn(CCOc2ccc(OC)cc2)c2ccccc12,3,4,-1.3,-3.1,101,-7,0.8,-5,12,1
C=CCOc1ccc(C2C(C(=O)c3ccco3)=C(O)C(=O)N2Cc2cccnc2)cc1 (stereo not drawn),2,-2,0.7,-0.8,97,0,-0.2,3,6,-1
O=c1c2oc3ccccc3c2[nH]c(=S)n1-c1ccc(F)cc1,4,3,0.2,-0.2,98,0,0.1,2,20,-1
O=C(c1ccc(OC2CCN(Cc3ccc(C(F)(F)F)cc3)CC2)cc1)N1CCCCC1,-3,-11,0.4,0.1,89,-10,1.0,-4,-4,3
CCN1CCCC1CNC(=O)C1CCN(Cc2nc(-c3cccc(Br)c3)oc2C)CC1 (stereo not drawn),5,7,-1.7,-4.9,98,-7,0.0,-3,1,-7
CCC(NS(=O)(=O)c1ccc(C)cc1)C(=O)N1CCC2(O)CCCCC2C1 (stereo not drawn),-2,-8,-0.3,-4.1,103,0,-0.1,6,4,2
CCc1nn(CC(=O)N2CCCCCC2)c(=O)c2cc3ccccc3n12,-4,9,1.1,-0.1,102,3,-0.1,8,-4,-1
O=C(CNC(=O)C1CCCC1)Nc1ccccc1Br,2,3,-2.8,0.8,103,1,-0.1,6,5,1
O=C(CN1C(=O)c2cccc([N+](=O)[O-])c2C1=O)NNC(=O)c1ccc(F)cc1,-2,7,-1.7,0.3,98,3,4.0,4,6,3
Cc1ccc(-n2nc(C)c3c(C(=O)OCC(=O)N(C)C4CCS(=O)(=O)C4)cc(-c4ccccc4)nc32)cc1 (stereo not drawn),3,-3,-1.1,0.3,99,6,0.0,-1,7,3

# Continuation:
SMILES,Granule exo inh,ABHD5-PLIN5 inh,MC4R barr agon,hiPSC survival,ABCB6 inh 2,Cardio protect,aDG glyco up,m5-HT2A agonist,MC4R antag cAMP,N-glyco inh
Clc1ccc(CN2CCCCCCC2)cc1Cl,0,4,-0.5,-1.4,93,-2,0.0,2,0,1
O=C(Nc1ccc(F)cc1)c1nc2c(nnn2Cc2cccc3ccccc23)c(=O)[nH]1,0,7,2.0,-0.6,90,-5,-0.1,0,3,-1
O=C(/C=C(\c1ccc(Cl)cc1)n1cncn1)c1ccc(Cl)cc1,1,-2,0.2,-3.5,100,-2,-0.1,-4,1,27*
O=C(Nc1ccc(COc2ccccc2)cc1)c1cccc([N+](=O)[O-])c1,0,0,5.5,3.7,100,-1,0.1,2,2,-7
CCCC(=O)N(CC(=O)Nc1sc(C)c(C)c1C(N)=O)Cc1ccccc1,-3,3,-2.8,-1.0,101,-2,-0.1,0,-4,2
CCCN(CCC)S(=O)(=O)c1cccc(-c2csc(C)n2)c1,59*,-2,1.5,-0.6,98,-8,0.1,-3,15,-3
CCCCN(C)C(=O)C1CCCN(S(=O)(=O)c2ccc3c(c2)CC(C)N3C(=O)C2CC2)C1 (stereo not drawn),-3,-6,-3.9,-0.4,98,-3,0.5,2,2,0
Cc1ccc2cc(CN(C(=O)C3CCCO3)C3CCCCC3)c(=O)[nH]c2c1 (stereo not drawn),-7,1,-1.8,-0.6,98,-2,0.0,-2,-6,2
CCn1c(CNC(=O)c2ccco2)nnc1SCC(=O)Nc1cc(C)c(C)cc1Br,-2,-3,1.4,-1.7,96,-1,0.3,15*,4,-1
Cc1cc(NC(=O)C(C)SCC(=O)OCC(=O)N(Cc2ccccc2)C(C)(C)C)no1 (stereo not drawn),-2,5,-0.3,-0.3,99,1,0.2,-1,7,2
O=C(CCc1nc2ccccc2c(=O)[nH]1)Nc1ccccc1N1CCCCC1,-5,-3,2.8,-2.4,96,34,0.3,2,-1,-4
Cc1ccc(NCCC(=O)c2ccc(Cl)cc2)cc1C,3,0,0.2,-1.6,94,-2,0.4,-5,-1,0

# Rewritten with values under each structure: 3 of the compounds above.
# The line under a structure holds: Granule exo inh | ABHD5-PLIN5 inh | MC4R barr agon | hiPSC survival | ABCB6 inh 2 | Cardio protect | aDG glyco up | m5-HT2A agonist | MC4R antag cAMP | N-glyco inh
> Cc1ccc2cc(CN(C(=O)C3CCCO3)C3CCCCC3)c(=O)[nH]c2c1 (stereo not drawn)
  -7 | 1 | -1.8 | -0.6 | 98 | -2 | 0.0 | -2 | -6 | 2
> O=C(Nc1ccc(F)cc1)c1nc2c(nnn2Cc2cccc3ccccc23)c(=O)[nH]1
  0 | 7 | 2.0 | -0.6 | 90 | -5 | -0.1 | 0 | 3 | -1
> Cc1ccc(NCCC(=O)c2ccc(Cl)cc2)cc1C
  3 | 0 | 0.2 | -1.6 | 94 | -2 | 0.4 | -5 | -1 | 0
